TR-FRET SRC-2 ct – flags TR-FRET format artefacts in PPARgamma SRC-2 recruitment agonist screen. TR-FRET artefact counter-screen; active compounds read high. TR-FRET ratio at 8 µM. 0.4% of 200,000 active; in the data active = TR-FRET ratio above about 2000; also: inactives centre near 1500
PPARg SRC-3 ag – promotes SRC-3 coactivator recruitment by human PPARgamma | P37231 | biochemical PPARgamma/SRC-3 coactivator recruitment assay | 0.26% of 200,000 active | AID 731 | activation, % at 8 µM; in the data active = activation above about 23%;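 also: 0% = DMSO and 100% = reference agonist; some compounds past the cut are filed as inactive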
Target sequence (P37231 whole entry, looked up): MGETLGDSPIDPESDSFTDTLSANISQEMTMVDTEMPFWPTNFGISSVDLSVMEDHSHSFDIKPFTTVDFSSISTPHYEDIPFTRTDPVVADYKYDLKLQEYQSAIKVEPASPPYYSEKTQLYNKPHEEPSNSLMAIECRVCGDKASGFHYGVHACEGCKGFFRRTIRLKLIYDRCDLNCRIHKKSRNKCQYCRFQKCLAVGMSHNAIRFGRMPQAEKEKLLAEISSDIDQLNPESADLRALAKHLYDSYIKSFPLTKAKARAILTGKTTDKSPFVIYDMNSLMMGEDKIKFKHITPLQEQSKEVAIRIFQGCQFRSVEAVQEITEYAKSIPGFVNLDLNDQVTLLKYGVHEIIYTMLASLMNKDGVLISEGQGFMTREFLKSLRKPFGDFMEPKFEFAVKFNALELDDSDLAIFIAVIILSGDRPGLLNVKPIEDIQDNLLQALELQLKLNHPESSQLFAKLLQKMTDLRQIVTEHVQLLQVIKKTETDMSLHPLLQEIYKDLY
TNAP inh hi DEA – TNAP (human) inhibition, high acceptor. P05186. purified TNAP, CDP-star luminescence, 1 M DEA. inhibition, % at 20 µM. 0.03% of 200,000 active. AID 1135;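 active = over 50% inhibition of tissue-nonspecific alkaline phosphatase at 20 µM in the single-dose screen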;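 also: plate controls were DMSO wells for no effect and EDTA-quenched wells as full inhibition for full effect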
Target sequence (P05186 whole entry, looked up): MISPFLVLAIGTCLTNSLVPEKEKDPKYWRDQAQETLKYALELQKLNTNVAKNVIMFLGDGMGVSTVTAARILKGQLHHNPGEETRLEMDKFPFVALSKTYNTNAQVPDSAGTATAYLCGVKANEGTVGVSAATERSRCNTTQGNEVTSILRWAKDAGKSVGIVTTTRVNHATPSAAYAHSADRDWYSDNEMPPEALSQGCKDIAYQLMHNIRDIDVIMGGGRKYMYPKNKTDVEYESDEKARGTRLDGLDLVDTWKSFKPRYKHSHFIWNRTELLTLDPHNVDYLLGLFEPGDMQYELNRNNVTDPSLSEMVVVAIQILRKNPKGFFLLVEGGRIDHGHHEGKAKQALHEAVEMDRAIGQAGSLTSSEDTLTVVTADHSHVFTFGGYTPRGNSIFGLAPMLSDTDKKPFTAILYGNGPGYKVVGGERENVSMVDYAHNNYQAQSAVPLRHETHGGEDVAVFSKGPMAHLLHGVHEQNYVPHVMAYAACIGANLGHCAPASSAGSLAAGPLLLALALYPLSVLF
TNAP inh noacc – TNAP (human) inhibition, acceptor-free conditions. P05186. purified TNAP, CDP-star luminescence, 30 min. inhibition, % at 20 µM. 0.26% of 200,000 active. AID 1012;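 active = tissue-nonspecific alkaline phosphatase inhibition above about 50% at 20 µM in the single-dose screen, limit read from the data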;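 also: 0% = DMSO negative control and 100% = EDTA positive control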
bIAP activator – increases bovine intestinal alkaline phosphatase activity; purified bovine IAP, CDP-star luminescence, 30 min; active compounds read high; fold of DMSO-control signal, blank-subtracted; activation factor at 20 µM; 0.17% of 200,000 active;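 active = activation factor of 2 or more at 20 µM, a signal rise over negative controls twice the positive control's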
Efa HMGR inh – blocks class II HMG-CoA reductase of Enterococcus faecalis; purified E. faecalis HMGR, NADPH absorbance 340 nm kinetic; inhibition, % at 10 µM; 0.41% of 190,000 active; AID 1066;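 active = inhibition above a set limit, the median over all tested compounds plus 3 SD, cut at about 9.5% in these data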;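 also: enzyme runs in reverse so mevalonate oxidation gives rising NADPH absorbance; 0% = complete reaction with DMSO and 100% = background rate lacking mevalonate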
PPARg SRC1 recr – agonists of human PPARgamma SRC-1 coactivator recruitment; PPARgamma-SRC-1 coactivator recruitment biochemical assay; AID 631; 0.41% of 200,000 active; activation, % at 8 µM; in the data active = activation above about 19%;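 also: 0% = DMSO and 100% = reference agonist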
bIAP inh – intestinal alkaline phosphatase (bovine) inhibition | purified bovine IAP, CDP-star luminescence, 30 min | inhibition, % at 20 µM | 190,000 tested, under 10 active | AID 1019;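 active = over 50% inhibition of intestinal alkaline phosphatase at 20 µM in the single-dose screen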
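System: purified bovine intestinal alkaline phosphatase (IAP) enzyme; Input: IAP diluted 1/65,000,000 in the well; Measured by: CDP-star luminescence signal; Compound dosing: 20 µM single dose; Incubation: 30 min reaction at room temperature.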
TNAP act hi DEA – activators of human TNAP at high phosphate acceptor concentration. P05186. purified TNAP, CDP-star luminescence, 1 M DEA, 30 min; active compounds read high; 0 = EDTA background, 1 = DMSO-only activity. activation factor at 20 µM. 200,000 tested, under 10 active. AID 1136;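 active = activation factor at least 2 at 20 µM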
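Dosing: 20 µM single point. System: human TNAP. Amount: TNAP 1/800 final. Incubation: 30 min, room temperature. Read-out: TNAP activation factor scaled between EDTA and DMSO control wells. Signal: luminescence from CDP-star hydrolysis. Medium: 1 M DEA, pH 9.8, Mg2+, Zn2+. Control set: EDTA negative control, DMSO positive control.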
PPARg SRC2 recr – agonists of SRC-2 recruitment by human PPARgamma; PPARgamma LBD-SRC-2 recruitment, biochemical; activation, % at 8 µM; 0.34% of 200,000 active; in the data active = activation above about 22%;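 also: 0% = vehicle and 100% = reference agonist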
* marks the source's active call; other numbers are inactive results; · = no result given. Compounds were not picked by outcome. About 1.6% of those tested had a hit in this group.

SMILES	TR-FRET SRC-2 ct	PPARg SRC-3 ag	TNAP inh hi DEA	TNAP inh noacc	bIAP activator	Efa HMGR inh	PPARg SRC1 recr	bIAP inh	TNAP act hi DEA	PPARg SRC2 recr
CCOc1ccc(NC(=S)N2CCC(N(C)CC3CCCO3)CC2)cc1 (centres undefined)	1662	3	1	-3	1.1	2	1	-7	1	-6
Cc1[nH]nc2c1C(c1ccc(-c3ccc(Cl)cc3)o1)C(C#N)=C(N)O2 (centres undefined)	1664	4	8	-4	1	-5	7	2	0.9	23*
c1ccc(COc2ccc(OCCCN3CCCCC3)cc2)cc1	1483	-3	0	-10	1	-6	-5	1	1	2
CC(Cc1cccs1)NC(=O)Nc1ccc(Cl)c(Cl)c1 (centres undefined)	1310	1	-5	-27	0.5	0	9	·	1	-4
Cc1ccc2cccc(NC(=O)c3ccc(Br)o3)c2n1	1682	-5	-5	-7	1	-9	6	-3	1.1	6
CCc1cccc(N(C(=O)c2csnn2)C(C(=O)NC(C)(C)CC)c2ccccn2)c1 (centres undefined)	1541	2	-2	-8	1.2	-5	7	-21	1	14
O=C(COc1ccc(/C=N/NC(=O)c2cc3ccccc3o2)cc1Cl)Nc1ccccc1	1515	4	4	-3	1	0	-2	2	1	-3
CC1CCN(C(=O)CSc2nc3ccccc3c(=O)[nH]2)CC1	1436	3	-2	-1	1.1	0	4	-15	1	1
Cc1cc(C)nc(NN=C(c2ccccc2)c2ccccc2)n1	1684	0	0	5	1.1	0	-4	-13	1	2
COc1ccc(C(CC(=O)c2ccccc2)S(=O)(=O)c2ccc(C)cc2)cc1 (centres undefined)	1460	5	-1	-7	0.9	-4	-3	7	1	5

Single entries from the results shown.
PPARg SRC2 recr result of CCc1cccc(N(C(=O)c2csnn2)C(C(=O)NC(C)(C)CC)c2ccccn2)c1 (centres undefined) is entered as 14
PPARg SRC2 recr result of Cc1[nH]nc2c1C(c1ccc(-c3ccc(Cl)cc3)o1)C(C#N)=C(N)O2 (centres undefined) is entered as 23*

The listing picks up, repeating the 5 entries before the break.
SMILES	TR-FRET SRC-2 ct	PPARg SRC-3 ag	TNAP inh hi DEA	TNAP inh noacc	bIAP activator	Efa HMGR inh	PPARg SRC1 recr	bIAP inh	TNAP act hi DEA	PPARg SRC2 recr
CCc1cccc(N(C(=O)c2csnn2)C(C(=O)NC(C)(C)CC)c2ccccn2)c1 (centres undefined)	1541	2	-2	-8	1.2	-5	7	-21	1	14
O=C(COc1ccc(/C=N/NC(=O)c2cc3ccccc3o2)cc1Cl)Nc1ccccc1	1515	4	4	-3	1	0	-2	2	1	-3
CC1CCN(C(=O)CSc2nc3ccccc3c(=O)[nH]2)CC1	1436	3	-2	-1	1.1	0	4	-15	1	1
Cc1cc(C)nc(NN=C(c2ccccc2)c2ccccc2)n1	1684	0	0	5	1.1	0	-4	-13	1	2
COc1ccc(C(CC(=O)c2ccccc2)S(=O)(=O)c2ccc(C)cc2)cc1 (centres undefined)	1460	5	-1	-7	0.9	-4	-3	7	1	5
Cc1cccc(N/C=C/C(=O)c2cccs2)c1C	1529	4	5	-1	1	-2	-2	3	0.9	3
CCOC(=O)c1[nH]c2ccc(OC)cc2c1NC(=O)/C=C/c1ccc2c(c1)OCO2	1712	0	-2	-18	1.1	-1	7	-10	1	5
NC(=O)c1ccccc1NC(=O)/C=C/c1c(Cl)cccc1Cl	1761	-11	-1	-9	1	-1	0	0	1	5
CC1=C(C(=O)N2CCCCC2)C(c2cccs2)NC(=O)N1 (centres undefined)	1578	-9	-5	-8	1	-2	-4	3	1.1	0
CCCCC(=O)Nc1ccc2oc(-c3ccncc3)nc2c1	1508	0	2	-6	1	-6	0	2	1	9
Cc1ccc(CCNC(=O)C2CCC(CNc3c(N4CCC(C)CC4)c(=O)c3=O)CC2)cc1 (centres undefined)	1395	-4	-6	-3	1	1	0	4	1.1	-6
CC(=O)C1C(c2ccc(Br)cc2)C2C(C)=NN=C2CC1(C)O (centres undefined)	1575	2	-1	-9	0.9	-3	-1	5	1	3
Cc1ccc(C(=O)N2CCN3C(=O)c4ccccc4C23c2ccc(Cl)cc2)cc1 (centres undefined)	1455	-4	-5	-6	1.1	-4	2	-5	1.1	3
O=C(O)c1c(F)c(F)c(F)c(F)c1-c1ccc(Cl)cc1	1346	-7	-5	5	0.9	2	2	8	1.1	-2
O=C(CNC(=O)c1ccco1)OCC(=O)c1ccc2c(c1)CCCC2	1525	9	-5	7	1	6	2	-4	1.1	2
O=C(O)C1C2C=CC(C2)C1C(=O)Nc1ccc2c(c1)OCCO2 (centres undefined)	1471	-1	-4	-15	0.9	1	1	8	1	8
CCN(CC)S(=O)(=O)c1ccc(OC)c(NC(=S)Nc2cccc(C)c2C)c1	1572	0	2	-20	1	-3	-4	0	1	-3
COc1ccc(-n2nc([N+](=O)[O-])c(=NCCc3ccccc3)n2O)cc1	1599	0	1	-16	1.1	4	3	-5	1	1
Cc1c(C(=O)OC(C)C)sc(N)c1C(=O)OC(C)C	1500	-1	0	-11	1	-3	-2	-1	1	4
Cc1ccc(C(C(=O)NC(C)(C)C)N(C(=O)c2csnn2)c2cccc(F)c2)o1 (centres undefined)	1615	-5	-8	-14	0.9	1	1	7	1.1	1
CCOc1ccccc1-c1nc(CN2CCCC2c2nccs2)c(C)o1 (centres undefined)	1545	2	-4	-8	1	-3	6	-3	1	9
O=C(O)c1cccc(Oc2ccccc2[N+](=O)[O-])c1	1544	-1	2	-14	0.9	-7	-1	8	1	-4
CCOC(=O)C1=C(O)/C(=C/c2ccc(OCC(=O)O)c(OCC)c2)SC1=Nc1ccc(C)cc1	1559	6	-4	-2	0.8	-5	8	18	1	7
CCOC(=O)c1cnc(-n2nc(C)cc2C)nc1Nc1ccc2c(c1)OCO2	·	·	-1	-2	1.1	·	·	-10	1	·
C/C(=N\NC(=O)c1cc(C)nc2ccccc12)c1ccco1	1617	4	0	-11	1.1	-3	14	-14	1	6
NC(=O)c1c(-c2cccs2)csc1N	1617	-2	-4	-23	0.9	-1	-1	11	1	0
O=C(COC(=O)c1cc([N+](=O)[O-])ccc1NCCO)NCc1cccs1	1625	3	-2	-5	1.1	-11	0	-12	1	-5
Cc1nnc2n(-c3ccccc3)c(=O)c3c4c(sc3n12)CCCC4	1732	-3	-6	-12	0.8	-6	5	18	1.1	4
Cc1cc(NC(=O)CSCCO)no1	1662	-2	-1	-9	0.9	0	-5	8	1	-3
CS(=O)(=O)N1CCN(c2ccc(NC(=O)C(c3ccccc3)c3ccccc3)cc2)CC1	1428	2	-5	-13	0.9	-7	-3	5	1.1	0
Cc1[nH]c(=O)cc2ccccc12	1471	5	-3	-15	1	-8	7	2	1	1
CCCCCCN=CC1=C(O)CC(C)(C)CC1=O	1378	-1	-3	-6	0.9	-1	-3	11	1	-2
O=C(/C=C/c1ccc(-c2ccccc2[N+](=O)[O-])o1)c1ccccc1	1589	-1	6	1	1.1	-4	10	-12	0.9	1
CCOC(=O)C1CCCN(Cc2cc(Br)c(OC)cc2OC)C1 (centres undefined)	1447	3	0	-8	1	-6	8	-2	1	-3
CC(=O)Nc1ccc(/C=N/NC(=O)c2cccc(S(=O)(=O)N3CCOCC3)c2)cc1	1680	2	1	-5	1	-2	2	2	1	9
O=C(Nc1ccc(OC(F)(F)F)cc1)C1CC(c2ccc(F)cc2)=NO1 (centres undefined)	1674	8	-5	-18	1	-2	9	5	1	4
CCCCCCc1cc2cc(-c3nnc(-c4cc(OC)c(OC)c(OC)c4)o3)c(=O)oc2cc1O	1554	14	14	16	1.1	-5	1	-13	0.9	10
COc1cccc(/C=N/Nc2ncnc(Cl)c2N)c1O	1536	12	2	-165	0.7	-10	11	26	1	1
Cc1ccccc1NC(=O)Cc1cccc(C(F)(F)F)c1	1520	-1	0	-2	1	1	-1	2	1	18
CC(C)[C@H]1CN=C2N(CCNC(=O)CCC3CCCCC3)[C@H](Cc3ccc(O)cc3)CN21	1400	-1	-9	0	1.2	-1	2	-20	1.1	-3
O=C(COc1ccccc1)Nc1nc(-c2ccc(S(=O)(=O)N3CCOCC3)cc2)cs1	2563*	19	-5	-12	1	2	16	4	1	12
N=c1c2c(ncn1Cc1ccco1)Oc1c(ccc3ccccc13)C2c1ccccc1 (centres undefined)	1468	-1	-1	-9	0.8	-3	0	21	1	-2
COc1cccc(C(=O)NC(=S)Nn2cnnc2)c1OC	1685	4	-4	-17	1	-3	7	-2	1	1
CN(CC(O)COC(c1ccccc1)c1ccccc1)C1CCCCC1 (centres undefined)	1641	4	-9	-15	1.1	1	5	-14	1.1	4
CCCOC(=S)NC(=O)c1sc2ccccc2c1Cl	1610	-2	-7	41	1	3	-2	-2	1.1	5
CCOC(=O)c1ccccc1NC(=O)COC(=O)C1=COCCO1	1491	2	-2	-12	0.9	0	-2	8	1	-4
C=CCC1c2cccc(C(=O)O)c2C(=O)N1c1cccc(OC)c1 (centres undefined)	1523	2	-7	-12	0.9	-8	4	8	1.1	10
CC(=O)Nc1nnc(SCC(=O)NCC2CCCO2)s1 (centres undefined)	·	·	-4	-9	1	0	·	3	1	·
Cc1cc(NC(=O)Cn2cc(C(F)(F)F)cc(Cl)c2=O)no1	1478	-6	-2	-7	1	3	-2	4	1	4
Cc1ccc(C(=O)CNc2ccc(Br)cc2)cc1	1514	1	2	8	0.9	0	0	7	1	-1
Cn1cccc1C(=O)OCC(=O)N1CC(=O)Nc2ccccc21	1397	2	0	-3	1	11*	-3	4	1	-1
O=C(NC1CCCC1)C(c1ccc(Cl)cc1)N1CCc2ccccc21 (centres undefined)	1589	2	-7	-10	0.9	-7	5	9	1.1	14
COC(=O)COc1cccc2c(=O)n(CC(=O)NCc3ccc(F)cc3)ccc12	1571	2	-2	-5	0.9	-4	0	9	1	7
Cc1[nH]nc2c1C(c1ccc(OC(=O)c3ccco3)cc1)C(C#N)=C(N)O2 (centres undefined)	1425	-2	22	13	0.8	-8	-6	22	0.8	2
CSC(=NS(=O)(=O)c1ccccc1)SC	1487	14	10	-3	0.9	0	-2	11	0.9	-5

(cont.)
SMILES	TR-FRET SRC-2 ct	PPARg SRC-3 ag	TNAP inh hi DEA	TNAP inh noacc	bIAP activator	Efa HMGR inh	PPARg SRC1 recr	bIAP inh	TNAP act hi DEA	PPARg SRC2 recr
O=c1c2ccccc2n(Cc2ccc(F)cc2)c(=O)n1C1CCCC1	1459	-6	-6	-14	0.8	-7	-2	25	1.1	-9
Fc1ccc(NCc2cn3ccccc3n2)cc1	1624	11	-2	-10	1	-5	14	-1	1	5
Cc1ccc(Oc2ccc(C(=O)NC3CCSC3=O)cn2)cc1 (centres undefined)	1604	1	-2	-8	0.8	-3	2	17	1	4
O=C(O)C1=C[C@@H](C2CC2)C[C@@H](OCc2ccc(CO)cc2)O1	1599	0	-10	-13	1	-4	13	0	1.1	-4
CC(C)N(C(=O)COC(=O)c1ccc(Cl)c(S(N)(=O)=O)c1)C(C)C	1715	5	8	-2	0.9	0	3	5	0.9	0
CCO/N=C1\C(=O)N(c2ccccc2)c2ccccc21	1676	6	2	-7	1.1	-2	8	-15	1	-8
Cc1cc(OC(=O)c2ccc(Cl)cc2)cc(=O)n1C	1570	2	-6	-15	0.9	1	-1	8	1.1	3

High-throughput results as filed in PubChem BioAssay.
